Source: PubChem
SENP7 inh = SENP7 protease inhibition; Q9BQF6; recombinant SENP7, Z-RLRGG-aminoluciferin luminescence, 40 min; inhibition, % at 5 µM; 1.5% of 330,000 active; AID 434973;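 active = inhibition above about 50% at the single test dose, limit read from the data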;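 note: plate controls were DMSO with enzyme for no effect and no enzyme buffer wells for full effect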
SENP6 block = inhibitors of human SENP6 protease; 1.8% of 330,000 active; inhibition, % at 10 µM; Recombinant SENP6 catalytic domain, aminoluciferin luminescence; Q9GZR1;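 active = inhibition above about 50% at the single tested dose, limit read from the data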;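 note: plate controls were DMSO wells with enzyme for no effect and DMSO wells lacking enzyme for full effect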
SENP8 block-1 = inhibitors of human SENP8 protease; Q96LD8; recombinant SENP8, Nedd8 substrate fluorescence; inhibition, % at 20 µM; 0.64% of 360,000 active; AID 602440; in the data active = inhibition mostly above about 40%, no sharp cut-off; inactive = mostly below about 27%
HKDC1 inh = HKDC1 (human) hexokinase inhibition; 0.16% of 340,000 active; inhibition, % at 20 µM; Q2TB90; recombinant HKDC1, G6PDH/diaphorase resazurin coupled fluorescence;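 active = inhibition above about 35% when tested at 20 µM, limit read from the data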;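 note: plate controls were DMSO wells with enzyme for no effect and DMSO wells lacking enzyme for full effect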
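Assay system: in-house recombinant HK5 (HKDC1) enzyme. Input: HKDC1 at 5 µg/mL. Medium: Tris pH 8.0 buffer with MgCl2, Tween-20, BSA, BME. Dosing: single 20 µM dose. Schedule: 90 min reaction incubation at room temperature, dark. Signal: resazurin-to-resorufin fluorescence via G6PDH and diaphorase coupling, 525/613 nm. Controls: DMSO-enzyme wells negative, buffer-substituted wells positive.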
Apaf-1 inh = human Apaf-1 inhibition. O14727. reconstituted apoptosome caspase-3 activity, DEVD-Rh110 fluorescence. inhibition, % at 20 µM. 0.71% of 330,000 active. AID 489030; active = inhibition of at least 40% at 20 µM;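 note: plate controls were DMSO wells for no effect and DEVD-CHO caspase inhibitor wells for full effect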
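Material: reconstituted apoptosome with Apaf-1, cytochrome c, caspase-9, procaspase-3, dATP / Buffer or medium: pH 7.5 Hepes buffer with CHAPS, BSA, DTT / Also added: cytochrome c with DEVD-Rh110 / Schedule: compound with Apaf-1, dATP, procaspase-3 30 min, then 50 min reaction, room temperature / Technique: rhodamine 110 fluorescence at Ex 480/Em 540 nm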
PfGluPho inh = PfG6PD (Plasmodium falciparum) enzyme inhibition. AID 504690. 0.78% of 350,000 active. inhibition, % at 20 µM. PfGluPho enzyme, NADPH resazurin-diaphorase fluorescence;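 active = inhibition reaching at least a set limit at 20 µM in the primary screen, cut at about 59% in these data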;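 note: 0% = DMSO wells with substrate and 100% = DMSO wells lacking glucose-6-phosphate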
SENP1 inh = blocks the human SENP1 SUMO protease catalytic domain; Q9P0U3; recombinant SENP1 catalytic domain, CyPet-SUMO1-YPet FRET cleavage; inhibition, % at 10 µM; 0.21% of 360,000 active; AID 624204;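 active = inhibition at least 30% at 10 µM, raw YFP signal under a set limit, fluorescence ratio 0.5 to 1.5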;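 note: 0% = enzyme with DMSO and 100% = no enzyme wells; some results filed as inactive read as strong as hits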
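System: Recombinant human SENP1 catalytic domain, His6-tagged | Incubation: Enzyme reaction for 50 min at room temperature, dark | Medium: Tris pH 8 with BME, BSA, NP40 and catalase | Also added: 25 nM SUMO1 FRET substrate | Compound: 10 µM single point, 0.5% DMSO | Measured by: FRET fluorescence in CFP and YFP emission channels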
NALP3 yeast inh = blocks the NALP3 inflammasome reconstituted in yeast; Yeast reconstituted NLRP3/ASC/caspase-1, beta-gal luminescence, 24 h; inhibition, % at 10 µM; 0.39% of 330,000 active;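 active = inhibition of 50% or more; inactive = inhibition below 50%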;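 note: plate controls were induced DMSO wells for no effect and uninduced yeast grown without galactose for full effect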
SENP8 block-2 = inhibitors of human SENP8 protease; inhibition, % at 10 µM; Q96LD8; purified SENP8, Z-RLRGG-aminoluciferin cleavage, luminescence; 1.2% of 330,000 active; AID 2540; in the data active = inhibition above about 50%
* hit, by the source's call; . = not tested or not shown.

SMILES	SENP7 inh	SENP6 block	SENP8 block-1	HKDC1 inh	Apaf-1 inh	PfGluPho inh	SENP1 inh	NALP3 yeast inh	SENP8 block-2
CCOc1cc(C)c(S(=O)(=O)N2CCCCC2)cc1C	0	0	2	4	10	7	2	74*	-7
CCOc1ccc(NC(=O)CN(C)C(=O)c2c(-c3ccccc3Cl)noc2C)cc1OCC	4	-17	17	-2	-5	5	-1	16	-7
COc1ccc(C2Nc3ccccc3NC3=C2C(=O)CC(C)(C)C3)cc1OC (stereo unspecified)	8	0	12	-4	-4	-1	3	11	-3
COc1ccccc1N1CCN(C(=O)c2ccc3nc[nH]c3c2)CC1	4	9	17	-12	-1	7	1	3	4
CN(C(=O)c1cccc(NC(=O)Cc2cccc(NC(=O)C3CCN(C(=O)C4CCCC4)CC3)c2)c1)C1CC1	.	.	11	-3	.	-6	2	.	.
N#Cc1ccc(Oc2nc(C(N)=O)cc(-c3ccccc3)n2)cc1	10	-4	13	-7	16	8	0	11	8
c1ccc2c(CCNc3ncnc4nc[nH]c34)c[nH]c2c1	3	-13	8	0	0	19	1	3	-1
Oc1[nH]c2ccccc2c1C1=NCCCCC1	-7	-32	3	-8	5	-2	1	34	-3
CCn1cc(CN2CCCC(CNS(=O)(=O)c3cccc4cccnc34)C2)cn1 (stereo unspecified)	5	-9	3	-4	2	0	0	3	-6
CC1=NN(c2ccc(C)c(C)c2)C(=O)C1C(c1cccc(O)c1)C1C(=O)N(c2ccc(C)c(C)c2)N=C1C (stereo unspecified)	32	-1	81*	9	87*	-29	0	9	10
Cn1c(=O)c2[nH]c(SCc3ccccn3)nc2n(C)c1=S	-4	3	.	.	2	.	.	7	-3
COC(=O)c1cc(COc2ccc3c(c2)oc(=O)c2ccccc23)c(C)o1	-7	-7	-492	1	-8	-26	1	14	-1
c1ccc2c(c1)OCC(c1nn3c(Cn4nnc5ccccc54)nnc3s1)O2 (stereo unspecified)	-3	-13	20	-11	10	48	4	3	-2
CCCSc1nnc(NC(=O)Nc2ccc(F)cc2)s1	10	-4	18	-6	12	-13	1	9	6
CCCc1nnc(SCC(=O)Nc2ccc(C(=O)OCC)cc2)o1	4	2	3	-3	1	10	1	20	-1
COC(=O)CN1C(=O)[C@H]2[C@@H](c3ccc(C)o3)N3C(=O)CN(Cc4ccccc4)C(=O)[C@@]3(C)[C@H]2C1=O	-5	-12	-7	-7	4	-1	-2	7	-1
CCN(c1ccccc1)c1cc2ccccc2c(=O)[nH]1	86*	88*	-201	11	96*	40	-49	29	92*
CC(C)NC(=O)NC(=O)CSc1nnc(COc2ccccc2Cl)o1	2	-6	24	-7	4	-8	1	7	9
O=C(CSc1nnc(-c2ccc(O)cc2)o1)Nc1cccc(O)c1	-4	13	14	-1	-10	16	0	18	-8
Cc1nc(SCc2ccccc2)n[nH]1	0	12	20	-8	-7	8	0	5	0
Cc1ccccc1N(CC(=O)NCc1ccc2c(c1)OCO2)C(=O)C1CSC(=O)C1 (stereo unspecified)	-4	2	11	-3	1	-11	1	14	0
CCOC(=O)Cn1nc(C)n(-c2ccc(C(C)C)cc2)c1=O	-4	-16	6	-2	6	-3	-1	8	-5
CCCC(Oc1ccc(Br)cc1)c1nc2c3cc(OC)c(OC)cc3nc(=S)n2[nH]1 (stereo unspecified)	7	-17	-17	-27	2	13	-4	22	7
Cc1ccc(NC(=O)NCCCN2CCCC2=O)cc1	-11	-8	7	3	-10	-9	1	-5	8
O=C(NCc1ccc2c(c1)OCO2)C1CCC(CNc2c(N3CCCCC3)c(=O)c2=O)CC1 (stereo unspecified)	-3	8	12	-8	2	-3	0	4	6

The list continues.
SMILES	SENP7 inh	SENP6 block	SENP8 block-1	HKDC1 inh	Apaf-1 inh	PfGluPho inh	SENP1 inh	NALP3 yeast inh	SENP8 block-2
O=C(Nc1ccc(F)cc1)Nc1ccc(NC(=O)c2ccccc2O)cc1	-5	1	-20	-3	-18	9	4	22	1
CCOC(=O)Oc1ccc(/C=C2\N=C(C)OC2=O)cc1	-11	-20	6	0	1	3	-1	-13	-8
CCn1c(CNC(=O)c2ccccc2F)cc2cc(C)ccc21	0	4	-10	-3	6	-6	-1	34	-4
Cc1ccc(S(=O)(=O)N2CCN(c3ncccn3)CC2)cc1C	.	.	-16	-2	.	-11	-1	.	.
CCCN(CCC)S(=O)(=O)c1ccc(C(=O)Nc2nnc(COC)o2)cc1	6	-13	16	-12	12	-3	1	10	-6
O=C(NCCCN1CCCC1=O)c1cccs1	-11	3	11	1	2	9	-1	-2	-11
COc1ccc(-n2c(=S)[nH]c3cc(C(=O)Nc4cccc(C)c4)ccc3c2=O)cc1	-6	-15	15	-11	-17	-15	0	4	1
CC1(C)CC(=O)c2cc(OCC(=O)NCCCN3CCN(c4ccccc4F)CC3)ccc2O1	4	-1	-302	-7	6	-2	-3	6	-1
Cn1c(CNC(=O)c2ccccc2F)nnc1SCCOc1ccccc1	-6	-2	8	-2	-7	5	-1	-13	-7
Cc1ccc(S(=O)(=O)Nc2ccc(Cl)cc2C(=O)c2ccccc2)cc1	-10	-18	7	-2	24	-19	4	4	-1
Nc1cc(=O)nc(SCC(=O)NCc2ccccc2)n1CCc1ccccc1	-3	7	2	-3	8	-12	-2	6	1
COc1ccc(S(=O)(=O)N2CCOC2CNC(=O)C(=O)NCCN(C)C)cc1 (stereo unspecified)	-15	2	1	-4	24	14	0	2	-6
COc1ccc(NC(=O)c2ccc(Cl)cc2)c[n+]1[O-]	.	.	9	-5	.	5	3	.	.
CCCC(=O)N1c2ccccc2C(=C2SC(C(=O)OC)=C(C(=O)OC)S2)C(=S)C1(C)C	5	4	67*	6	17	44	2	5	6
CCOC(=O)C1CCCN(C(=O)CCn2nnnc2CN2CCOCC2)C1 (stereo unspecified)	-11	-12	14	-8	5	-20	0	14	-8
OCCNC(=S)c1ccccc1	-2	-13	7	-6	3	-10	-1	11	5
O=C(Nc1cccc2c1CCCC2)c1ccco1	4	-2	7	15	-18	-12	0	-18	6
COC(=O)c1ccc(N2C(=O)CC(N(C)CCc3ccc(OC)c(OC)c3)C2=O)cc1 (stereo unspecified)	5	-6	15	1	11	-5	1	28	-4
c1ccc(Oc2ccccn2)cc1	.	.	15	6	.	-12	0	.	.
O=C(COC(=O)COc1ccc(Cl)cc1)NCc1ccc2c(c1)OCO2	-7	-14	5	-4	-8	0	1	5	8
COc1ccc(NC(=O)c2cccnc2C(=O)O)c(OC)c1	-4	-12	16	-9	0	-1	0	15	-7
Cc1ccccc1C(=O)c1cccn1CC(=O)NC(C)c1ccc2c(c1)OCCO2 (stereo unspecified)	0	3	3	-1	6	-15	0	14	-1
CCCN(CCC)CC(C)(C)NS(=O)(=O)c1ccc(Cl)cc1	3	-31	14	-5	-6	5	2	7	-7
COCCN(CC1CCCN(C2Cc3ccccc3C2)C1)C(=O)c1ccc(C(C)=O)cc1 (stereo unspecified)	1	-2	14	-5	7	-3	-5	19	-10
CCC(C)NC(=O)CN1C(=O)C(CC)Sc2ccccc21 (stereo unspecified)	5	17	15	-5	-28	2	2	21	11

Reprinted from the part before: 6 entries, followed by the next part.
SMILES	SENP7 inh	SENP6 block	SENP8 block-1	HKDC1 inh	Apaf-1 inh	PfGluPho inh	SENP1 inh	NALP3 yeast inh	SENP8 block-2
O=C(COC(=O)COc1ccc(Cl)cc1)NCc1ccc2c(c1)OCO2	-7	-14	5	-4	-8	0	1	5	8
COc1ccc(NC(=O)c2cccnc2C(=O)O)c(OC)c1	-4	-12	16	-9	0	-1	0	15	-7
Cc1ccccc1C(=O)c1cccn1CC(=O)NC(C)c1ccc2c(c1)OCCO2 (stereo unspecified)	0	3	3	-1	6	-15	0	14	-1
CCCN(CCC)CC(C)(C)NS(=O)(=O)c1ccc(Cl)cc1	3	-31	14	-5	-6	5	2	7	-7
COCCN(CC1CCCN(C2Cc3ccccc3C2)C1)C(=O)c1ccc(C(C)=O)cc1 (stereo unspecified)	1	-2	14	-5	7	-3	-5	19	-10
CCC(C)NC(=O)CN1C(=O)C(CC)Sc2ccccc21 (stereo unspecified)	5	17	15	-5	-28	2	2	21	11
O=c1ccncn1C1OC(CO)C(O)C1O (stereo unspecified)	.	.	10	2	.	-17	0	.	.
COc1cnc(-c2ccccn2)nc1N(C)C	4	-16	-22	9	4	-4	1	10	-7
FC(F)(F)c1cc(Oc2ccccc2Cl)nc(-c2ccccn2)n1	3	18	3	-3	-1	-13	-2	24	-2
CCC(=O)N1CCN(c2ccc(NC(=S)NC(=O)c3ccc(OC)c([N+](=O)[O-])c3)cc2)CC1	-10	1	16	-6	8	-19	2	24	-6
Cc1ccc(-c2nc(=S)c3c(n2CCN2CCOCC2)CC(C)(C)OC3)cc1	1	-8	18	3	11	9	-2	6	-2
CC(=O)C1=C(C)NC(SCC(=O)c2ccc(Cl)cc2)=C(C#N)C1CC(C)C (stereo unspecified)	-13	-32	7	-1	8	41	-7	15	-6
O=C(COc1ccc(S(=O)(=O)NC2CCCCC2)cc1)NC1CCCCC1	-3	-13	13	-1	4	15	3	22	0
O=[N+]([O-])c1ccccc1NCCOc1ccccc1	73*	82*	16	-7	13	5	1	41	60*
CCCC/S(CC1CC1(Cl)Cl)=N\S(=O)(=O)c1ccc(C)cc1 (stereo unspecified)	7	13	4	6	-12	-19	-1	6	-1
CCOc1ccc(CCNC(=O)c2ccc(CS(=O)Cc3ccc(Cl)cc3)o2)cc1OCC (stereo unspecified)	4	1	6	8	0	7	-3	0	-3
O=C(/C=C/c1cccs1)N1CCN(c2ccccc2F)CC1	6	-7	7	-4	5	11	1	39	0
Cc1ccc(OCc2ccc(C(=O)Nc3nccs3)o2)cc1C	-11	-12	-16	2	15	10	-4	15	-11
FC(F)(F)c1nnc(-c2ccccc2)nc1Sc1ccccc1	-8	-4	17	3	3	9	3	32	-1
CC(=O)Nc1ccc(NC(=O)c2ccccc2-n2cnnn2)cc1	-6	-14	7	0	-3	-4	-1	-3	9
COc1ccc(Cl)cc1C(=O)NCc1ccco1	1	16	21	-8	34	-6	1	5	3
Cn1ccnc1SCC(=O)Nc1ccc(Oc2ccccc2)cc1	-2	19	17	4	8	3	2	19	-6
CN(Cc1cn(C)nc1-c1ccccc1F)Cc1nccn1C	10	-1	-2	-15	4	11	-2	5	0
O=c1oc(/C=C/c2ccco2)nc2sc3c(c12)CCC3	5	-27	1	2	3	7	-12	3	-2
Cc1cc(C(=O)OCC(=O)Nc2cc(S(=O)(=O)N(C)C)ccc2Cl)c2ccccc2n1	7	-8	1	-2	-2	2	2	5	-1
CN(c1ccccc1)S(=O)(=O)c1ccc(C(=O)NCc2ccc(F)cc2)cc1	-17	2	18	5	1	8	1	4	16
COc1cccc(C(=O)/C=C/Nc2ccc(S(=O)(=O)Nc3nc(C)cc(C)n3)cc2)c1	10	2	-423	-12	9	-13	-49	11	-6
CC(=O)Nc1ccc(S(=O)(=O)N(C)CC(=O)OCC(=O)NC(C)C23CC4CC(CC(C4)C2)C3)cc1 (stereo unspecified)	-2	-13	8	-10	6	5	1	-3	-5
O=C1c2cccnc2C(=O)N1Cc1ccc(F)cc1	11	9	19	7	3	-8	1	25	2
